High-throughput results (PubChem BioAssay)
MITF primary: blocks human microphthalmia-associated transcription factor; O75030; AlphaScreen MITF homodimerization, bead proximity signal; inhibition, % at 2.6 µM; hit rate 0.91% among 650,000; AID 1259374; in the data active means inhibition above about 50%;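 further: 0% = vehicle wells with protein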
TEAD-YAP block: TEAD-YAP interaction inhibition | HEK-TIYL cells, TEAD-Gal4/YAP UAS-luciferase luminescence | inhibition, % at 9.12 µM | hit rate 1.4% among 640,000 | AID 1259422; in the data active means inhibition above about 32%;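 further: 0% = median of test compound wells and 100% = reference inhibitor wells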
GPR151 ag: activates the human receptor GPR151. Q8TDV0. AID 1508602. hit rate 1% among 650,000. activation, % at 11.2 µM. PathHunter beta-arrestin GPR151 cells, luminescence; in the data active means activation above about 4.9%;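 further: 0% = median of compound wells and 100% = cells with positive control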
Target sequence (Q8TDV0 whole entry, looked up): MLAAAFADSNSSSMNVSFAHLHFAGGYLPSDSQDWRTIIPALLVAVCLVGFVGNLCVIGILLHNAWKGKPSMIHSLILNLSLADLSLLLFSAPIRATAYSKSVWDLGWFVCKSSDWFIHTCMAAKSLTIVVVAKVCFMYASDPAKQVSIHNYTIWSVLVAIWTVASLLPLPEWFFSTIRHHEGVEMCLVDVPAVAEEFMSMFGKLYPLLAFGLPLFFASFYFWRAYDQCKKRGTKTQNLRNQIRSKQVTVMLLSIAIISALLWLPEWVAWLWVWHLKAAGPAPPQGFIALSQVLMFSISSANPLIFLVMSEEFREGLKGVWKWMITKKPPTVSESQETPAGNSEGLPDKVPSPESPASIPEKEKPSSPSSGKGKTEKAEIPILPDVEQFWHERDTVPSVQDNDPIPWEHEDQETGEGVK
FBW7 activator: activators of human E3 ligase FBW7 | normalized activity (activation), % at 26.1 µM | hit rate 0.13% among 650,000 | AlphaScreen FBW7–phospho-cyclin E peptide binding, activator screen | Q969H0 | AID 1259310; in the data active means normalized activity above about 1.9%;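 further: purified mutant Fbw7 with reduced substrate affinity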
Target sequence (Q969H0 whole entry, looked up): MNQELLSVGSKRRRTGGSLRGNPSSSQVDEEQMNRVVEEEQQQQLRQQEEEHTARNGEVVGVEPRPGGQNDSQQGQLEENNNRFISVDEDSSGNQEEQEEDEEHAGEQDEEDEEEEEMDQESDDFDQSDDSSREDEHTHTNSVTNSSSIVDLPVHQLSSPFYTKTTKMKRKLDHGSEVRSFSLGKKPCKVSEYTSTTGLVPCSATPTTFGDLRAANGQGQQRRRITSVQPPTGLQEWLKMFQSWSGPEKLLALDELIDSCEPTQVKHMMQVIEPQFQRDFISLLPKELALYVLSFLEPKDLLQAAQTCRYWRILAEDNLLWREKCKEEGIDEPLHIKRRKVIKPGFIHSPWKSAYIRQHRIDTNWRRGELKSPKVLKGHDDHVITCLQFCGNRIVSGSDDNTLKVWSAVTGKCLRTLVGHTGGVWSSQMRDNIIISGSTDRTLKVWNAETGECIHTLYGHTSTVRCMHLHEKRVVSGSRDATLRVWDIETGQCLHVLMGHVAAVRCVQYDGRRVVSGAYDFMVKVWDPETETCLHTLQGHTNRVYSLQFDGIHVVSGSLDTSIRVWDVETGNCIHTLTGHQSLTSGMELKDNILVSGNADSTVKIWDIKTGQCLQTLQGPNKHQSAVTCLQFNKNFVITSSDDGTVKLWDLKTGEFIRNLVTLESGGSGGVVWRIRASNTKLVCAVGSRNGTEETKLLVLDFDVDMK
* marks the source's active call; other numbers are inactive results.

SMILES	MITF primary	TEAD-YAP block	GPR151 ag	FBW7 activator
CC(C)COC(=O)c1ccc2c(c1)C(=O)N(c1cccc(Cl)c1Cl)C2=O	-0.6	10.8	0.8	-0.2
Cc1ccc([N+](=O)[O-])cc1S(=O)(=O)N=C1C=CC(=O)C=C1	4.9	-0.1	2.2	-0.1
C/C(CC(=O)NC1CCCCC1)=N\NC(=O)c1ccccn1	0.0	5.6	-4.4	-1.5
CCCCN(C)Cc1c(O)ccc2c(=O)c(-c3ccc(OC)c(OC)c3)c(C(F)(F)F)oc12	12.3	-3.6	0.7	0.1
COc1cc(C(=O)NC(C)c2cnn(-c3ccccc3C)c2C)cc(OC)c1OC (configuration not stated)	-0.4	0.2	2.3	-0.1
COc1ccccc1C(=O)Nc1cc2nn(-c3ccc(C)cc3)nc2cc1C	8.0	8.2	-0.5	0.0
CSc1ccc(NC(=O)N[C@H]2C[C@H]3C(=O)N4CCC[C@H]4C(=O)N3C2)cc1	-5.1	5.8	-0.9	-0.2
COc1ccc(N=c2scc(C)n2CCCO)cc1	8.6	-5.2	-0.8	-0.2
C=CCN1C(=O)/C(=C\C=C\c2ccccc2[N+](=O)[O-])C(=O)NC1=S	-0.5	5.4	-1.8	-0.3
Cc1ccc(N(Cc2ccc(C(=O)Nc3cccnc3)cc2)S(C)(=O)=O)cc1C	4.6	-1.3	1.5	-0.2
O=C(Cn1cc(NC(=O)c2ccc3c(c2)OCO3)cn1)NCCCOc1cccnc1	19.4	-2.0	-1.6	0.1
CC(C)[C@H](NS(=O)(=O)c1ccccc1)C(=O)OCC(=O)NC(N)=O	-1.9	5.4	1.8	-0.2
O=C1CC(c2ccc(Cl)cc2)CC(O)=C1C=NCc1ccc(Cl)c(Cl)c1 (configuration not stated)	13.7	-1.6	-1.6	0.0
COc1ccccc1C(=O)NCC(=O)Nc1ccccc1F	6.5	-3.3	1.6	0.0
Cc1ccc(N2CN(c3cccc(C(F)(F)F)c3)CC([N+](=O)[O-])=N2)cc1	3.8	-2.2	-0.8	-0.1
O=C(NC(=S)Nc1ccccc1C(=O)O)c1ccc([N+](=O)[O-])cc1Cl	-9.3	-10.4	-0.8	-0.1
Cc1nnc2n1NC(c1ccc(F)cc1)C(C(=O)Nc1ccc(F)c(Cl)c1)S2 (configuration not stated)	-19.9	2.6	-0.1	0.0
Cc1cccc(N2CCN(C(=O)Cc3c(C(=O)O)[nH]c4ccccc34)CC2C)c1 (configuration not stated)	-9.6	7.2	0.5	0.0
Cc1ccc(C)c(CSCC(N)C(=O)O)c1 (configuration not stated)	9.0	-15.1	2.1	0.3
CCNc1nc(NCC)nc(Sc2ccc([N+](=O)[O-])cc2[N+](=O)[O-])n1	0.9	50.5*	-0.3	0.0
O=S(=O)(Nc1ccc(Cl)c(Cl)c1)c1cccc2cccnc12	2.1	9.0	-0.9	-0.2
c1cc2c(cc1-c1cn[nH]c1)CC(c1nc3ccc(-c4cn[nH]c4)cc3[nH]1)CO2 (configuration not stated)	29.2	-5.4	-1.8	-0.1
Cc1ccc(O)c(NC(=O)c2cc(C)on2)c1	15.4	-22.6	-1.5	0.1
CC(C)n1c(N2CCN(Cc3ccc4c(c3)OCO4)CC2)nc2c(NCc3nc4ccccc4[nH]3)ncnc21	5.4	7.3	-0.1	-0.1
Cc1cc(C)n2c(SCc3nnc(-c4ccccc4)o3)nnc2n1	5.0	-3.2	2.0	-0.2
COc1ccc(N2CCN(c3nnc(SCc4cccnc4)s3)CC2)cc1	-1.9	-3.5	1.8	-0.2
COc1ccc(CCN2C(=O)C3C4C=CC(C4)C3C2=O)cc1OC (configuration not stated)	3.3	5.3	2.0	0.0
CCc1ccc(O)c(N=Cc2cc([N+](=O)[O-])cc([N+](=O)[O-])c2O)c1	-2.7	-5.6	-0.1	-0.1
CCOc1ccc(Nc2cc(C(=O)NCc3ccco3)c3ccccc3n2)cc1	8.3	1.3	-0.6	0.8
CCC1CN(Cc2nc[nH]c2C)Cc2cc(OC)ccc2O1 (configuration not stated)	8.9	7.5	-0.9	-0.1
c1ccc(-c2cnc(-c3ccncc3)nc2C2CCCN(C3CCSC3)C2)cc1 (configuration not stated)	-3.6	-3.8	-0.3	-0.1
O=C(CCCN1C(=O)/C(=C/c2ccc3c(c2)OCO3)SC1=S)NC1CCCC1	6.0	2.8	0.0	-0.1
Cc1ccc(NC(=O)C(O)C(O)C(=O)Nc2ccc(C)cc2)cc1 (configuration not stated)	8.2	-1.7	1.3	0.0
COc1ccccc1C(=O)NCCn1cc(SCC(=O)Nc2nnc(C)s2)c2ccccc21	-15.9	-2.1	0.6	0.1
CC(=O)Oc1ccc2c3c(c(=O)oc2c1C)CCCC3	-0.7	7.5	-0.3	0.0
O=C1C2C(c3ccccc3)C=CC(c3ccccc3)C2C(=O)N1c1ccccn1 (configuration not stated)	-2.6	-2.5	-1.4	-0.1
CCN1C(=O)c2cccc3c(NC(=O)c4ccc(S(=O)(=O)N5CCCCC5C)cc4)ccc1c23 (configuration not stated)	6.2	13.1	-2.2	0.2
O=C(CN1C(=O)C2C3c4ccccc4C(c4ccccc43)C2C1=O)Nc1ccc(O)cc1 (configuration not stated)	3.3	-2.2	0.0	0.1
CCCOc1ccc2c(c1)CC(c1nc3ccc(-c4ccnc(N)n4)cc3[nH]1)CO2 (configuration not stated)	5.9	-10.0	-0.8	-0.1
O=C(c1cccc([N+](=O)[O-])c1)N1Cc2ccccc2-c2ccccc2C1=O	0.8	-4.5	0.3	-0.1
CCCCNC(=O)c1ccc(-n2nnc3ccccc3c2=O)cc1	5.6	-3.8	-2.4	0.7
CN(C)C(c1ccccc1)c1nnnn1-c1cccc(Cl)c1 (configuration not stated)	-18.4	3.8	-1.1	-0.1
CC1CC(C)CN(C(=O)CSc2nc3cc4c(cc3c(=O)n2CCC2=CCCCC2)OCO4)C1 (configuration not stated)	6.8	-8.2	-0.8	0.7
Cc1ccsc1C1C(C#N)=C(N)OC2=C1C(=O)CCC2 (configuration not stated)	2.8	0.7	-0.2	0.1
Cc1ccc(C(=O)c2cc(Cl)cc(NC(=O)c3cc(Br)cc(Br)c3O)c2Cl)cc1	3.4	6.8	2.4	0.3
COc1ccccc1-c1nc2cnccn2c1NCc1ccc2c(c1)OCO2	-6.0	15.7	0.8	0.0
CC(C)(Oc1ccc(Cl)cc1)c1nc(-c2cccnc2)no1	-18.5	6.7	0.3	0.0
COCCCNc1ncnc2c1cnn2-c1cccc(C)c1	-11.4	30.5	0.2	0.0
COc1ccc(NC(=O)CCC(=O)N2N=C(c3c(-c4ccccc4)c4cc(Cl)ccc4[nH]c3=O)CC2c2ccccc2)cc1 (configuration not stated)	3.9	4.5	1.9	0.0
Cc1ccccc1-c1ccc(N2CCC(C(=O)N3c4ccc(F)cc4CCC3C)CC2)nn1 (configuration not stated)	-5.0	-9.9	0.6	-0.2

Record cards (already shown).
Entry for Cc1ccc(C(=O)c2cc(Cl)cc(NC(=O)c3cc(Br)cc(Br)c3O)c2Cl)cc1 : MITF primary = 3.4; TEAD-YAP block = 6.8; GPR151 ag = 2.4; FBW7 activator = 0.3
Entry for CC1CC(C)CN(C(=O)CSc2nc3cc4c(cc3c(=O)n2CCC2=CCCCC2)OCO4)C1 (configuration not stated) : MITF primary = 6.8; TEAD-YAP block = -8.2; GPR151 ag = -0.8; FBW7 activator = 0.7

Carrying on.
SMILES	MITF primary	TEAD-YAP block	GPR151 ag	FBW7 activator
C=CCOc1ccccc1CN1CCN(CCc2ccccc2)C(CCO)C1 (configuration not stated)	8.7	11.3	0.0	0.1
COc1ccccc1CNc1nc(S(=O)(=O)c2ccccc2)c(Cl)s1	-4.1	2.5	-0.1	-0.3
Cc1cc2cc(CNC(=O)c3ccccc3C)ccc2[nH]1	1.5	-23.3	-0.2	-0.1
CC1=C(C(=O)OCc2ccccc2)C(c2cccc(F)c2)C2=C(CCCC2=O)N1 (configuration not stated)	-5.7	5.1	0.4	0.2
COC(=O)CSc1nnc(-c2cnccn2)n1C	64.9*	-3.6	0.5	-0.3
Cc1ccc2[nH]c(=O)c(CN(Cc3ccc4c(c3)OCO4)C(=O)N(C)C)cc2c1	-4.5	3.0	0.7	0.0
Cc1cc(NCCN2CCOCC2)nc(Cl)n1	1.9	-2.1	6.2*	-0.1
O=C(NC[C@H](O)c1ccccc1)c1cn(-c2ccncc2)nn1	-0.8	-5.1	1.8	0.5
CC1CC(C)C[N+](=C2C=C(N3CCCC3)CC(C)(C)C2)C1 (configuration not stated)	5.9	77.1*	4.1	0.3
C=CCOC(=O)c1c(C)nc2cc3c(cc2c1C)OCO3	-23.2	-20.7	0.4	0.0
COc1ccc(NC(=O)CCc2ccc(S(=O)(=O)NC3CCCCC3)cc2)cc1	7.6	8.2	-1.7	0.7
O=C1CCC(CCNCc2ccc(F)cc2)N1Cc1cccc(Cl)c1 (configuration not stated)	13.3	-4.7	-0.5	0.4
O=C(COc1ccc(/C=N/NC(=O)CSc2ncccn2)cc1)NCC1CCCO1 (configuration not stated)	-3.9	-3.0	-0.3	0.0
Cc1ccc(/C=C/C2=CC(=C(C#N)C#N)CC(C)(C)C2)o1	40.6	-0.5	0.1	-0.1
Cc1nc2ccc(-c3nc4ccccc4o3)cc2[nH]1	3.9	0.9	-3.8	-0.2
Cc1cccc(N2C(=O)CSC2c2cccc(Cl)c2Cl)c1 (configuration not stated)	12.3	4.6	-2.1	0.9
CCn1c(=S)[nH]c2scc(-c3cccs3)c2c1=O	4.2	3.6	4.0	0.0
CCOc1cc(CO)c(Cl)cc1OCC(=O)Nc1ccccc1	-5.5	-10.2	2.8	-0.1
Cc1c(Cl)ccc2c(C(=O)NCCN3CCOCC3)cc(-c3ccccn3)nc12	20.1	-1.5	0.5	0.1
CCOCCOC(=O)c1ccc(NC(=O)c2ccccc2Cl)cc1	-0.7	3.2	-1.1	0.3
Cc1ccc(N(O)S(=O)(=O)c2ccc(C)cc2)cc1	-6.3	10.8	-1.4	-0.3
CN1CCC(N(C)C/C=C/c2ccccc2[N+](=O)[O-])CC1	18.1	3.5	0.2	0.1
COc1cc2c(C(=O)O)c(C)n(-c3ccccc3Cl)c2c2ccccc12	-13.2	5.2	1.2	-0.1
O=C(NC1CCCCC1)C(c1ccc(F)cc1)N(Cc1ccco1)C(=O)c1csnn1 (configuration not stated)	10.4	-3.0	-0.8	0.6
CSc1ccccc1N1C(=O)C2CC=CCC2C1=O (configuration not stated)	6.6	-5.3	-1.4	-0.1
Nc1n[nH]c(S(=O)(=O)Cc2ccc(Cl)cc2Cl)n1	8.2	7.8	0.7	0.0
CCOc1cc(/C=N/NC(=O)C(=O)NCCc2ccccc2)ccc1O	-3.5	10.3	-0.9	0.0
CCCC/C(C)=N/NC(=O)c1ccccc1Br	-23.4	-12.0	-1.1	0.1
c1ccc(Oc2ccc(Nc3ncnc4nc(Nc5ccccn5)[nH]c34)cc2)cc1	8.9	8.4	0.1	-0.1
O=C(CSc1nc(=O)n(CCCO)c2c1CCCC2)N1CCc2ccccc21	7.5	1.8	0.2	-0.4

Reprinted from the part before: three compounds, followed by the next part.
SMILES	MITF primary	TEAD-YAP block	GPR151 ag	FBW7 activator
CCCC/C(C)=N/NC(=O)c1ccccc1Br	-23.4	-12.0	-1.1	0.1
c1ccc(Oc2ccc(Nc3ncnc4nc(Nc5ccccn5)[nH]c34)cc2)cc1	8.9	8.4	0.1	-0.1
O=C(CSc1nc(=O)n(CCCO)c2c1CCCC2)N1CCc2ccccc21	7.5	1.8	0.2	-0.4
CNC(=O)CSc1nnc(C2CC2)n1C	-3.8	2.9	-0.5	-0.2
CCOC(=O)Cn1cnc2c(nnn2-c2cccc(OC)c2)c1=O	-1.5	-1.7	1.5	0.1
CCN(CC)S(=O)(=O)c1cccc(C(=O)OCC(=O)c2ccc3c(c2)OCO3)c1	4.1	-6.4	-0.5	-0.2
CCOC(=O)c1nnn(CC(=O)Nc2ccc(Cl)cc2Cl)c1C(=O)OCC	1.2	0.3	-0.2	-0.4
COc1ccc([N+](=O)[O-])cc1NC(=O)c1sc2nc(C)nc(N3CCCCC3C)c2c1C (configuration not stated)	11.1	0.5	1.0	0.1
COc1cc(OC)nc(CSCCNC(=O)c2ccc(C(C)(C)C)cc2)n1	-7.9	-6.2	0.1	0.1
CCOC(=O)C1=C(CSc2ccc(F)cc2)NC(=O)NC1c1cccs1 (configuration not stated)	6.1	11.4	3.6	0.0
N#Cc1cccc(CN2CCC(N(CCN3CCCC3)C(=O)Nc3cccc(F)c3)CC2)c1	5.8	-3.7	0.9	0.0
CCc1ccc([C@@H]2C[C@H]3CN(C4CCN(C)CC4)C(=O)[C@]34CCCN24)cc1	-1.7	3.2	0.2	0.1
CCC1CCCCN1c1ccc(NC(=O)CCC(=O)O)cc1 (configuration not stated)	4.0	6.7	-0.3	0.1
COc1cccc(C(=O)NCC2CCCN(Cc3ccn[nH]3)C2)c1OC (configuration not stated)	-0.6	2.8	-1.4	-0.2
O=C(NCc1nc2ccccc2[nH]1)c1ccnc(-c2cccs2)c1	5.0	-11.3	0.7	0.1
COc1ccc2c(c1)OC(C)CN(Cc1ccc(NC(C)=O)cc1)C2 (configuration not stated)	-3.3	2.6	-1.4	-0.2
O=C(Nc1ccc2oc(-c3ccc(Cl)cc3Cl)nc2c1)c1ccccc1	-2.2	-5.5	2.1	-0.1
O=C(COc1ccccc1[N+](=O)[O-])NNC(=O)c1ccc2ccccc2n1	4.8	0.4	0.7	-0.3
O=S1(=O)N=C(CN(C2CC2)C2CCN(Cc3ccccc3)CC2)Nc2ccccc21	-0.7	6.1	0.8	0.0
CS(=O)(=O)N(CC(=O)Nc1ccc(Br)c(Cl)c1)c1ccc(F)cc1	7.4	-3.8	1.2	-0.2
